Assay outcomes as filed in PubChem BioAssay.
SMN2 splice enh = qHTS Assay for Enhancers of SMN2 Splice Variant Expression; HEK293 SMN2-luciferase splicing reporter, luminescence, 30-36 h; AID 1458, 2008; hit rate 2.8% among 210,000; Potency, µM (titrated, usually from 46.1 µM), without a hit: top-dose activity change, positive = activation, usual class: activators; also: % of control where 0% means no effect; nearly all actives have a fitted effect of over 55% in size
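qHTS luciferase splicing reporter: luminescence rises when SMN2 exon 7 is included in transfected HEK293 cells. Compound exposure lasted 30-36 h at 37C, with 4.5 mM final sodium butyrate as control, followed by a ONE-Glo read.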
KinaseGlo FLuc = Counterscreen for Luciferase (Kinase-Glo TM) Inhibition; Kinase-Glo luciferase, ATP luminescence, 8 min; hit rate 0.28% among 200,000; Potency, µM (top dose mostly 38.3 µM), for inactives: at the highest dose activity change, negative = inhibition, most hits filed as inhibitors; Luciferin 4-monooxygenase (Photuris pensylvanica), Q27757; also: % is scaled to controls: 0 for no effect and ±100 for the full control effect; nearly all actives have a fitted effect of over 60% in size
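Compound is pinned into ATP-containing buffer (10 uM ATP, imidazole pH 7.2, 7 mM MgCl2). Kinase-Glo luciferase reagent is then added. Light output is recorded following an 8-min room-temperature incubation.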
GoLoco inh red = qHTS Assay for Inhibitors of RGS12 GoLoco Motif Activity (Red Fluorophore) | hit rate 0.44% among 230,000 | Gai1:RGS12 GoLoco peptide FP, rhodamine, 10 min | Potency, µM (highest dose often 61.6 µM), for the others: at the top dose activity, negative = inhibition, hits mostly inhibitors | Guanine nucleotide-binding protein G(i) subunit alpha-1 (Homo sapiens), P63096; active = well fitted inhibition curve with a large enough effect, not every such curve was filed as active; inactive = no such curve, though single readings can be large or run the other way; also: % is scaled to controls: 0 for no effect and ±100 for the full control effect; nearly all actives have a fitted effect of over 30% in size; many of its hits are not listed in these tables
Target sequence (P63096 whole entry, looked up): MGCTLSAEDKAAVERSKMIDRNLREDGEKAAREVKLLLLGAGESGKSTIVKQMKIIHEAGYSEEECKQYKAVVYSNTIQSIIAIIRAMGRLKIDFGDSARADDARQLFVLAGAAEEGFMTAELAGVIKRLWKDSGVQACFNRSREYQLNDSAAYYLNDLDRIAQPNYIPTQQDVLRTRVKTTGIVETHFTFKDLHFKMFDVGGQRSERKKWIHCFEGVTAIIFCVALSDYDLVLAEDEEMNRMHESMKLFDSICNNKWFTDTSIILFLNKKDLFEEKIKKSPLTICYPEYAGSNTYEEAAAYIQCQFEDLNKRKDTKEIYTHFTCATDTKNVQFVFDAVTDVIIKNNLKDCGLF
Epigenetic derep = Quantitative High-Throughput Screen for Regulators of Epigenetic Control | AID 1865, 2009 | Potency, µM (series often up to 53.9 µM), without a hit: at the top dose GFP activation, actives largely listed as activators | murine LDR cells, GFP reporter derepression, 30 h | hit rate 0.2% among 280,000; also: % of control where 0% means no effect; nearly all actives have a fitted effect of over 60% in size
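Murine LDR cells bearing a silenced CMV-driven GFP reporter were exposed to compound for 30 h at 37 C. After PBS washes, GFP-positive cells (20-120 um objects) counted by laser-scanning microplate cytometry.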
NPSR antagonist = qHTS Assay for Antagonists of the Neuropeptide S Receptor: cAMP Signal Transduction. Q6W5P4. CHO-NPSR cells, cAMP TR-FRET, antagonist mode. Potency, µM (doses to about 38.3 µM), for inactives: at the highest dose activity change, negative = inhibition, hits mostly inhibitors. hit rate 1% among 220,000. AID 1461, 2008; also: % is scaled to controls: 0 for no effect and ±100 for the full control effect; nearly all actives have a fitted effect of over 50% in size; many of its hits are not listed in these tables
RECQ1 helicase = qHTS Assay for Inhibitors of RecQ-Like Dna Helicase 1 (RECQ1); RECQ1 DNA unwinding, red fluorescence kinetic read; hit rate 0.54% among 240,000; Potency, µM (series often up to 57.3 µM), inactives show at the top dose activity, negative = inhibition, most hits filed as inhibitors;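 also: plate controls were vehicle for no effect and no enzyme for full effect; nearly all actives have a fitted effect of over 30% in size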
Target sequence (P46063 whole entry, looked up): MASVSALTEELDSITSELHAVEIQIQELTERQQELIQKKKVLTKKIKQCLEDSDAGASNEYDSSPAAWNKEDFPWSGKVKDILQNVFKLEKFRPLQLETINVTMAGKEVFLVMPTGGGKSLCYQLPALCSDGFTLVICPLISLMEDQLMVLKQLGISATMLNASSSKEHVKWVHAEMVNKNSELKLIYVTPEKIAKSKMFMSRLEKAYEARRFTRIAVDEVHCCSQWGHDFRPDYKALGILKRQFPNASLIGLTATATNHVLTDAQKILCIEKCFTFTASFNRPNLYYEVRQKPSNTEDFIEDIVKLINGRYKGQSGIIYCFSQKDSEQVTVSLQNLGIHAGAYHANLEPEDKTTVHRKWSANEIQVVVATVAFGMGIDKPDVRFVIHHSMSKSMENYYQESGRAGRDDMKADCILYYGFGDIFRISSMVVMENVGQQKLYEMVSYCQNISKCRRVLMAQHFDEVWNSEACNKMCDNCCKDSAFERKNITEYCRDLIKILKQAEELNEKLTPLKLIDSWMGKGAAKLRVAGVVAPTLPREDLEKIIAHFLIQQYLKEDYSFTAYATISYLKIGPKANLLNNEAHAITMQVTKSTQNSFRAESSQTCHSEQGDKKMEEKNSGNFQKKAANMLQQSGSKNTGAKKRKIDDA
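50 nM RECQ1T1 preincubated 15 min with compound in Tris pH 8.0 buffer with MgCl2, DTT, Tween-20 and 2.5 ug/ml poly(dI-dC); started with 200 nM TAMRA/BHQ-2 forked duplex and 2 mM ATP. Unwinding read as fluorescence (525/598 nm), two reads 2 h apart.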
IMPase Li cell = qHTS Assay for Identifying the Cell-Membrane Permeable IMPase Inhibitors: Potentiation with Lithium. CHO-M1 cells, IP1 TR-FRET (IP-One), carbachol + lithium. Potency, µM (top dose mostly 59.4 µM), inactives show top-dose activity, negative = IMPase inhibition, hits mostly inhibitors. hit rate 0.35% among 210,000;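 also: IP1 builds up when IMPase is blocked and the TR-FRET signal falls; plate controls were basal vehicle for no effect and high inhibitor control for full effect; nearly all actives have a fitted effect of over 50% in size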
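Lithium-sensitised IP1 accumulation assay; M1-expressing CHO cells treated 30 min at 37C with compound. Competitive antibody detection by time-resolved FRET followed a 10 min room-temperature lysis step.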
KDM4E inh = qHTS Assay for Inhibitors of Human Jumonji Domain Containing 2E (JMJD2E). AID 2147, 2009. Potency, µM (highest dose often 57.1 µM), without a hit: at the highest dose activity change, negative = inhibition, most hits filed as inhibitors. Lysine-specific demethylase 4E (Homo sapiens), B2RXH2. hit rate 1.6% among 230,000. JMJD2E catalytic domain, FDH-coupled NADH fluorescence (FDH is formaldehyde dehydrogenase); active = well fitted inhibition curve with a large enough effect, not every such curve was filed as active; inconclusive = small, poorly fitted or top-dose-only effect, or another doubt; inactive = no such curve, though single readings can be large or run the other way;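 also: 0% = wells with enzyme and -100% = buffer wells without enzyme; nearly all actives have a fitted effect of over 50% in size; many of its hits are not listed in these tables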
* = called active by the depositor; i = inactive; ? = inconclusive; . = not tested or not shown; [ ] = remark or other dose. Unless noted, calls follow the shape of the dose curve; as a rule, active = well fitted curve in the direction sought with a large enough effect; inconclusive = small, poorly fitted or top-dose-only effect, or another doubt; inactive = no such curve, though single readings can be large; an effect the other way counts as inactive or inconclusive. Potency is read from the fitted curve at half-maximal effect.

SMILES	SMN2 splice enh	KinaseGlo FLuc	GoLoco inh red	Epigenetic derep	NPSR antagonist	RECQ1 helicase	IMPase Li cell	KDM4E inh
O=C(c1ccc(Cl)cc1)N1CCCOC1	-13%	0%	5%	-0.8%	-4%[46.1 µM]	-10%	17%[38.3 µM]	3%
C=CCn1c(SC2CCOC2=O)nc2scc(C3CC3)c2c1=O (stereo not given)	14%	0%	11%	-1.0%	-7%[46.1 µM]	-6%	34%[activator][38.3 µM]	-7%
CCOc1ccc(OCC)c(S(=O)(=O)n2cc(C)nc2CC)c1	-13%	-1%	7%	1.0%	-7%	i	14%	-25%
O=C(NNc1ccc([N+](=O)[O-])cc1[N+](=O)[O-])C1C2CCCCC21 (stereo not given)	2%	-2%	6%	11%	0%	-2%	-5%	5%
CCOc1ccc(C(C)NC(=O)C2CCC2)cc1 (stereo not given)	-9%	4%	-5%	-0.9%	10%	10%	6%	10%
Cc1ccc(Nc2nc(-c3ccc(C)cc3)c(CC(=O)O)s2)cc1	-8%	0%	22%	-1.5%	-24%	-8%	25%	3%
O=C(Nc1cccc(S(=O)(=O)N2CCCCC2)c1)c1ccc2ncsc2c1	.	.	17%	1.1%	-42%	2%	.	?
COc1cc(C2C(C(N)=O)=C(C)Nc3nc(CCCO)nn32)cc(OC)c1OC (stereo not given)	-3%	0%	-6%	0.1%	2%[46.1 µM]	-6%	14%[38.3 µM]	-10%
COC(=O)c1c(N2C(=O)[C@H]3[C@@H](C2=O)[C@]2(C(=O)Nc4ccc(C)cc42)N2CCC[C@@H]32)sc(C)c1C	-7%	-5%	8%	3.4%	11%	-7%	-2%	7%
C=CCn1c(SCc2ccc([N+](=O)[O-])cc2)nnc1C(C)NC(=O)c1ccccc1 (stereo not given)	-6%	-2%	9%	-0.9%	-6%[46.1 µM]	i	-8%[38.3 µM]	3%
COc1cccc(OC)c1-c1nn2c(-c3cc(-c4ccccc4)n[nH]3)nnc2s1	-17%	0%	99%[activator]	0.0%	?	11µM*	4%[38.3 µM]	?
O=C(COC(=O)CCSc1ccc(Cl)cc1)NCc1ccccc1	-2%	-1%	4%	0.0%	7%	i	5%	5%
O=C(/C=C/c1cccc(Br)c1)N1CCN(c2ccccn2)CC1	2%	-3%	6%	0.0%	-9%	-17%	13%	1%
Cc1cc(C)c(S(=O)(=O)N2CCCCC2)c(C)c1-n1ncnn1	23%	0%	-5%	2.0%	-4%[46.1 µM]	-2%	-2%[38.3 µM]	2%
O=C(O)C1CC1c1ccc(Br)cc1 (stereo not given)	-13%	1%	12%	-1.0%	-5%[46.1 µM]	i	-3%[38.3 µM]	3%
O=S(=O)(c1ccc2c(c1)OCCO2)N1CCN(c2cccc(Cl)c2)CC1	.	0%	0%	-0.8%	-7%[46.1 µM]	6%	18%[38.3 µM]	1%
Cn1c(=O)[nH]c(=O)c2c1nc(N/N=C/c1ccncc1)n2Cc1ccc(Cl)cc1	.	.	9%	-1.7%	12%	9%	.	-10%
COc1ccccc1NC(=O)Cn1c(=O)c(N(C)C)c(N)n(C)c1=O	1%	-2%	2%	0.0%	12%	-1%	-7%	9%
CCCSC1=C(C#N)C(c2ccccc2OCC)CC(=O)N1 (stereo not given)	-8%	0%	1%	0.0%	6%[46.1 µM]	-1%	16%[38.3 µM]	5%
Cc1ccc(Sc2c(CO)c(-c3ccccc3)nn2C)cc1	-49%[inhibitor]	3%	8%	2.4%	34%	-15%	11%	-1%
Cc1ccc(-n2c(=O)c3c4c(sc3n3c(=S)[nH]nc23)CCC4)cc1	.	.	-27%	1.6%	27%	-2%	.	-6%
Cc1nn(Cc2ccccc2)c(Cl)c1C(=O)OCC(=O)NC(=O)NC12CC3CC(CC(C3)C1)C2	-5%	2%	-4%	0.0%	-42%	-7%	-5%	9%
COc1ccc(N(C(=O)C(C)C)S(=O)(=O)c2cccs2)cc1	13%	-2%	7%	0.0%	-5%[46.1 µM]	-6%	10%[38.3 µM]	0%
CCN(CC)C(=O)c1ccc(S(=O)(=O)N2CCC(c3nc4ccccc4s3)CC2)cc1	-104%[inhibitor]	3%	-4%	-0.8%	-7%[46.1 µM]	0%	13%	8%
COCCNC(=O)COc1ncnc2scc(-c3ccc(F)cc3)c12	-7%	3%	27%	1.3%	5%	i	-3%	2%

Among those listed so far, these contain an aryl thioether with sulfur outside any ring.
SMILES	SMN2 splice enh	KinaseGlo FLuc	GoLoco inh red	Epigenetic derep	NPSR antagonist	RECQ1 helicase	IMPase Li cell	KDM4E inh
C=CCn1c(SC2CCOC2=O)nc2scc(C3CC3)c2c1=O (stereo not given)	14%	0%	11%	-1.0%	-7%[46.1 µM]	-6%	34%[activator][38.3 µM]	-7%
C=CCn1c(SCc2ccc([N+](=O)[O-])cc2)nnc1C(C)NC(=O)c1ccccc1 (stereo not given)	-6%	-2%	9%	-0.9%	-6%[46.1 µM]	i	-8%[38.3 µM]	3%
O=C(COC(=O)CCSc1ccc(Cl)cc1)NCc1ccccc1	-2%	-1%	4%	0.0%	7%	i	5%	5%
Cc1ccc(Sc2c(CO)c(-c3ccccc3)nn2C)cc1	-49%[inhibitor]	3%	8%	2.4%	34%	-15%	11%	-1%

Continued.
SMILES	SMN2 splice enh	KinaseGlo FLuc	GoLoco inh red	Epigenetic derep	NPSR antagonist	RECQ1 helicase	IMPase Li cell	KDM4E inh
COC(=O)CC1Oc2cc3oc4c(c3cc2O1)C(=O)CC(C)(C)C4 (stereo not given)	5%	-2%	0%	0.8%	.	-6%	-2%	-16%
O=C1C(c2ccncc2)N(CCC2=CCCCC2)C(=O)CN1C1CCCCC1 (stereo not given)	.	.	.	0.0%	-15%[46.1 µM]	i	.	?
CC(NS(=O)(=O)c1ccc(Br)cc1)C(c1cccs1)N1CCOCC1 (stereo not given)	-5%	-2%	-7%	1.9%	-13%	-6%	13%	-4%
CC(C)(C)NC(=O)C1CN(S(=O)(=O)c2ccccc2)CCN1S(=O)(=O)c1ccccc1 (stereo not given)	-3%	14%	-8%	7.3%	-12%[46.1 µM]	i	-1%[38.3 µM]	3%
COc1cccc(/C=N/N2CCN(C)CC2)c1	19%	3%	7%	-3.0%	16%	-5%	-4%	14%
Cc1noc(/C=C/N(C)C)c1S(=O)(=O)N1CCCC(C(=O)Nc2ccc3c(c2)OCO3)C1 (stereo not given)	7%	6%	9%	0.7%	-11%[46.1 µM]	-5%	-2%[38.3 µM]	-6%
N#CCCn1cc(C=O)c(-c2cccs2)n1	-5%	0%	1%	0.4%	4%	-15%	4%	-4%
Cc1cc2c3c(c1)C(C)CC(C)(C)N3C(=O)C2=O (stereo not given)	-2%	-8%	6%	0.0%	-4%	i	22%	9%
COC(=O)c1ccccc1NC(=O)CSc1nnc(-c2ccc(OC)cc2)n1C	-5%	0%	7%	-2.0%	-7%[46.1 µM]	-2%	0%	-8%
O=C(O)C1C(c2ccccc2)C(C(=O)N2CCOCC2)C1c1ccccc1 (stereo not given)	-13%	-4%	3%	2.7%	2%[46.1 µM]	-2%	8%[38.3 µM]	2%
COc1ccccc1C(O)(C(=O)NNc1ccccc1C)c1ccccc1OC	-10%[1.84 µM]	1%	10%	0.0%	2%	3%	3%	-10%
CC1CC(C)CN(CCCNC(=O)C2CCCN(c3nnc(N4CCCC4=O)s3)C2)C1 (stereo not given)	12%	-2%	6%	-1.1%	-3%[46.1 µM]	-7%	6%[38.3 µM]	4%
Cc1nc(-c2ccc(NC(=O)c3ccccc3Br)cc2)cs1	16µM*	-2%	2%	0.0%	-20%	1%	-7%	5%
Cc1ccc(/C(N)=N/OC(=O)c2ccc(Cl)cc2Cl)cc1	11µM*	-4%	2%	-1.3%	6%	-17%	-1%	2%
c1ccc(Cn2c3ccccc3c3nnc(SCCN4CCCCC4)nc32)cc1	.	.	0%	-0.3%	?	10%	.	1%
COc1ccc(C(=O)C[n+]2ccc3ccccc3c2C)cc1	.	.	7%	0.0%	13%	0%	.	5%
COC(=O)c1ccc(CN2CCN(C(C)C)C(CCO)C2)cc1 (stereo not given)	.	-3%	-3%	-2.9%	-18%	i	17%	-5%
CCCCN(CC)C(=O)CSc1nc2ccccc2c(=O)n1CC1COc2ccccc2O1 (stereo not given)	-37%[inhibitor]	1%	7%	-1.0%	?	-15%	15%[38.3 µM]	6%
O=C(c1ccc2snnc2c1)N1CCCCC1	8%	6%	-1%	-0.8%	-18%[46.1 µM]	-9%	4%	0%
OCCSc1c(F)c(SCCO)c(SCCO)c(F)c1SCCO	?	5%	-1%	-1.1%	-6%[46.1 µM]	i	23%[38.3 µM]	-4%
COc1ccccc1CN(Cc1nc2ccccc2c(=O)[nH]1)S(=O)(=O)c1ccc2ccccc2c1	-39%[inhibitor]	2%	5%	-1.0%	-20%	3%	24%	2%
CN(C)S(=O)(=O)c1cccc(NC(=O)NCCCl)c1	.	.	6%	-0.7%	-2%	-15%	.	-4%
CC(=O)c1cn(N(C)c2ncc(C(F)(F)F)cc2Cl)c(=O)[nH]c1=O	-1%	1%	-4%	3.9%	-6%	i	10%	11%
COc1cccc(/C=C2\SC(=S)N(c3cccnc3)C2=O)c1OC	10%	0%	-8%	0.0%	13%	-1%	11%	-3%
NC(=O)N/N=C\c1ccc([N+](=O)[O-])o1	-9%[20.6 µM]	1%[17.1 µM]	10%[21.6 µM]	-1.4%[16.9 µM]	.	-4%[25.9 µM]	6%	-15%[25.5 µM]
NC(=O)CSc1nnnn1CC(CC(=O)O)c1ccccc1 (stereo not given)	6%	5%	-3%	-1.0%	17%	8%	2%	-1%
O=C(NCc1cccnc1)c1ccc(COc2ccccc2Br)o1	-57%[inhibitor]	3%	4%	3.5%	-5%[46.1 µM]	3%	22%[38.3 µM]	0%
CN1CCCC(OC(=O)c2cccc(Cl)c2)C1 (stereo not given)	.	.	2%	1.1%	-18%	5%	.	-8%
O=C(Nc1ccc(Cn2nnc3ccccc32)cc1)c1ccco1	-22%	-8%	1%	0.0%	-3%[46.1 µM]	-2%	-1%[38.3 µM]	?

Some of the compounds tested; count on the stated rates, not on these rows.
